TLR4 MyD88 comp = TLR4-MyD88 interaction inhibition in cells. HeLa CL3-4 TLR4/MyD88 BLA complementation, FRET ratio. inhibition, % at 8.4 µM. 200,000 tested, 0.18% active; in the data active = inhibition above about 25%;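 note: 0% = vehicle and 100% = reference inhibitor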
Target sequence (O00206 whole entry, looked up): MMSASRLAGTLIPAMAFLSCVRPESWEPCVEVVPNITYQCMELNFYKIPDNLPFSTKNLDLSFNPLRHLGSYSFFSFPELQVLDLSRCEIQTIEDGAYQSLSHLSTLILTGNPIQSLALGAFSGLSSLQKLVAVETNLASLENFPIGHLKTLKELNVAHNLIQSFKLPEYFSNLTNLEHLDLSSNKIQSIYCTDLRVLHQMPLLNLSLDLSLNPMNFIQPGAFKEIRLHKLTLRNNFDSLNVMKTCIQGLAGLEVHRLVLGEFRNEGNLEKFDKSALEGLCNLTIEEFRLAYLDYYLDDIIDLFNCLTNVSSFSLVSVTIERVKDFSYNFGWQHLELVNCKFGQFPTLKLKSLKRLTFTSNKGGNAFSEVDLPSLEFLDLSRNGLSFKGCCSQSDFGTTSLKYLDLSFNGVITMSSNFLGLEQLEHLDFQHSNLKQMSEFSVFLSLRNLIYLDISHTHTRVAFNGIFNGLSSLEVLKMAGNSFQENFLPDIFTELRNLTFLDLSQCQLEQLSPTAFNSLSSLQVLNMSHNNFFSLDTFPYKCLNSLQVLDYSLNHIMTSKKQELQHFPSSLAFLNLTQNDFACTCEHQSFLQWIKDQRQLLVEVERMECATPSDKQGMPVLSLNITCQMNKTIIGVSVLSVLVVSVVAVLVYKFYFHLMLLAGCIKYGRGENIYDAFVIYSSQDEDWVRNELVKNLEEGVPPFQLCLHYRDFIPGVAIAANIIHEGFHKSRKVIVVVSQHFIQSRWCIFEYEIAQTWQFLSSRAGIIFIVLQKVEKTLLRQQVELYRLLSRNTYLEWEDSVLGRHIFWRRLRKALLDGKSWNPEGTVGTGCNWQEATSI
Target sequence (Q99836 whole entry, looked up): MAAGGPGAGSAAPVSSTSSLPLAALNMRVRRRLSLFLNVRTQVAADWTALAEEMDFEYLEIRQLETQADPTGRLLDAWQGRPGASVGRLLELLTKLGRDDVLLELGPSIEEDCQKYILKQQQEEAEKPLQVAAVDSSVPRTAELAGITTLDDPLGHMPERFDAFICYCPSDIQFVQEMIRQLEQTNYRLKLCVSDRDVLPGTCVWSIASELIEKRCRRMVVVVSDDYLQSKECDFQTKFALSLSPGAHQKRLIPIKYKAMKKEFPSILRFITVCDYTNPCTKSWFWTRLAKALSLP
STAT3 inh = STAT3 signaling inhibition; U3A cells, IL-6 STAT3-luciferase reporter, luminescence; host cell line lacks STAT1; inhibition, % at 5.5 µM; 190,000 tested, 0.89% active; AID 862;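 active = inhibition above the mean inhibition across all screened compounds plus 3 SD, cut at about 44% in these data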;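 note: 0% = DMSO only wells and 100% = 100 µM nifuroxazide control wells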
STAT1 act = increases IFN-gamma driven STAT1 reporter signal; NIH 3T3 STAT1-luciferase reporter, luminescence; 100% = IFN-gamma alone, no compound; activation (% of control), % at 5.5 µM; 200,000 tested, 2.6% active;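 active = activation above the screen-wide mean activation plus 3 SD, cut at about 130% in these data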;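 note: raw ratio to IFN-gamma control signal so 100% means no change and 0% no light; values of inactives mirror those of a sister screen read the other way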
APP 5'UTR act = APP 5'UTR luciferase reporter activation. SH-SY5Y APP 5'UTR luciferase reporter, luminescence; zero percent = DMSO vehicle wells. activation, % at 2 µM. 190,000 tested, 1% active. AID 1276;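 active = activation above a set limit, based on mean plus 3 SD of controls, cut at about 140% in these data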; note: values of inactives mirror those of a sister screen read the other way
NF-kB expr up = raises NF-kB expression in human neuronal cells; 190,000 tested, 1.6% active; AID 1239; fold change at 12.5 µM; NF-kB reporter expression; stronger effect = higher value; in the data active = fold change above about 3.3
Redox H2O2 prof = compounds producing H2O2 with reducing agent – biochemical, NIH compound library profiling, artefact control for MLSCN library redox annotation, primary screen; AID 878; 200,000 tested, 0.03% active; activation, % at 10 µM; DTT-dependent redox cycling H2O2, phenol red/HRP absorbance; 100% = 100 µM peroxide control, 0% = buffer;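 active = activation of at least 50% relative to the plate's high and low controls in the primary single-dose screen; inactive = activation below 50%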;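 note: compound incubated with DTT at 0.8 mM final as the reducing agent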
STAT3 activator = STAT3 signaling activation; U3A cells, IL-6 STAT3-luciferase reporter, luminescence; 100% = signal with IL-6 EC80 alone; activation (% of control), % at 5.6 µM; 190,000 tested, 0.91% active; AID 871;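 active = activation above the screen-wide mean of compound activation plus 3 SD, cut at about 130% in these data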;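 note: 0% = background luminescence of wells with medium and substrate only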
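Detection: reporter luminescence signal / Assay system: STAT1-lacking human U3A cells, STAT3 luciferase reporter / Incubation: compound pre-incubation 1 h before IL-6, then 6 h stimulation at 37 °C / Control set: IL-6-only high control / Read-out: % activation relative to IL-6 control / Probe or stimulus: Interleukin-6, 33 ng/mL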
STAT1 blocker = reduces IFN-gamma driven STAT1 reporter signal; NIH 3T3 STAT1-luciferase reporter, luminescence; inhibition, % at 5.5 µM; 200,000 tested, 0.35% active; AID 920;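 active = inhibition above a set limit, the mean inhibition across all tested compounds plus 3 SD, cut at about 34% in these data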;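 note: 0% = IFN-gamma with DMSO and 100% = IFN-gamma with 300 µM nifuroxazide; values of inactives mirror those of a sister screen read the other way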
Hsp70 activator = transcriptional activators of Hsp70; HeLa Hsp70 promoter luciferase reporter, luminescence; scaled: vehicle 0, proteasome-inhibitor control 100%; activation, % at 10 µM; 200,000 tested, 0.04% active; AID 1203;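 active = activation above the mean across all tested compounds plus 3 SD, cutoff set per campaign, cut at about 5.5% in these data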;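 note: 100% = MG132 at 30 µM as the positive control and 0% = DMSO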
HMGR II inh = blocks class II HMG-CoA reductase of Enterococcus faecalis; purified E. faecalis HMGR, NADPH absorbance 340 nm kinetic; inhibition, % at 10 µM; AID 1066; 190,000 tested, 0.41% active;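 active = inhibition above a set limit, the median over all tested compounds plus 3 SD, cut at about 9.5% in these data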;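 note: enzyme runs in reverse so mevalonate oxidation gives rising NADPH absorbance; 0% = complete reaction with DMSO and 100% = background rate lacking mevalonate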
An asterisk follows results filed as active; / = no result given.

SMILES	TLR4 MyD88 comp	STAT3 inh	STAT1 act	APP 5'UTR act	NF-kB expr up	Redox H2O2 prof	STAT3 activator	STAT1 blocker	Hsp70 activator	HMGR II inh
CC(=O)n1cc([C@H]2C=C(C(=O)N3CCN(Cc4ccc5c(c4)OCO5)CC3)O[C@@H](OCCCCO)C2)c2ccccc21	1	/	97	29	0.6	-0.8	/	5	-0.2	-1
Cc1cc2oc(=O)cc(COC(=O)c3n[nH]c4ccccc34)c2cc1C	3	2	104	10	1.1	0.1	98	-4	-0.2	0
Cn1c(-c2cc3ccc(OC(=O)C(C)(C)C)cc3oc2=O)nc2ccccc21	22	-13	115	82	1.4	-4.2	113	-16	-0.5	3
COc1ccc(-c2cn(-c3ccc(Br)cc3)c3[n+]2CCS3)cc1	6	4	85	7	0.9	0.2	95	18	-0.3	0
CCOC(=O)c1n[nH]c(=O)c2ccccc12	-6	16	84	-11	1.5	0.5	96	16	0.1	4
OC1(c2cccc(C(F)(F)F)c2)CCN(c2ccc(-c3ccccc3)nn2)CC1	-3	-18	141*	-9	1.6	2.8	118	-45	-0.1	1
COc1ccc2cc(CCl)c(Cl)nc2c1	3	13	104	1	1.3	0.1	93	-6	-0.3	-6
Cc1nc([N+](=O)[O-])nn1C12CC3CC(CC(Br)(C3)C1)C2	17	10	94	7	1.1	-4.9	96	7	0.0	-1
Cc1c(NC(=O)c2ccc(CN3CCc4ccccc4C3)cc2)c(=O)n(-c2ccccc2)n1C	-5	8	102	14	0.82	3.5	96	-2	-0.3	0
O=[N+]([O-])c1ccc(C=Nc2ccc(Cl)c([N+](=O)[O-])c2)s1	-2	3	106	26	1.2	-1.9	104	-7	0.7	2
O=C(NCCS(=O)(=O)c1ccc(Cl)cc1)c1ccc(F)cc1	-10	10	101	-6	0.99	7.8	93	-1	-0.2	-2
COc1ccc(NC(=S)NCCc2ccccc2OC)c(OC)c1	10	7	95	-8	0.91	0.1	98	5	-0.3	-2
CCc1oc2ccccc2c1C(=O)CCN1CCCCC1	3	11	96	-7	1.2	-0.5	94	4	-0.3	-4
COc1ccc(-c2nnn3c2nc(NCc2ccccc2)c2ccccc23)cc1	3	-27	103	0	1	-1.7	126	-5	-0.1	-5
Cc1cc(C(F)F)n2nc(C(=O)Nc3cc(C)on3)nc2n1	1	6	96	-13	1.4	2.7	98	5	0.1	6
O=C(O)CCn1cc(/C=N/O)c(-c2cccc([N+](=O)[O-])c2)n1	-9	-2	118	0	0.87	-2.8	101	-19	-0.1	-2
COc1ccc(CCNC(=O)CCNS(=O)(=O)c2cccc(Cl)c2)cc1OC	4	12	91	-12	0.95	-2.5	95	8	-0.5	-8
Cc1ccc(C)c(N2CCN(C(=O)CN3C(=S)NC(C)(C)CC3C)CC2)c1 (configuration not stated)	1	17	87	-12	1	1.0	92	12	0.0	-3
Cc1nc(-c2ccccc2)nc(Cl)c1Cl	-1	2	91	8	1.1	-0.6	100	9	-0.1	2
O=C(CN1CCOCC1)N1CCN(C(=O)CN2CCOCC2)CC1	-3	0	100	4	/	-3.4	104	0	-0.1	/

Entries listed above printed as active in STAT1 act:
| canonical_smiles | TLR4 MyD88 comp | STAT1 act | APP 5'UTR act | NF-kB expr up | Redox H2O2 prof | STAT3 activator | STAT1 blocker | Hsp70 activator | HMGR II inh |
| --- | --- | --- | --- | --- | --- | --- | --- | --- | --- |
| OC1(c2cccc(C(F)(F)F)c2)CCN(c2ccc(-c3ccccc3)nn2)CC1 | -3 | 141* | -9 | 1.6 | 2.8 | 118 | -45 | -0.1 | 1 |

New compounds follow
SMILES	TLR4 MyD88 comp	STAT3 inh	STAT1 act	APP 5'UTR act	NF-kB expr up	Redox H2O2 prof	STAT3 activator	STAT1 blocker	Hsp70 activator	HMGR II inh
CCCC(=O)NCCCc1nc2ccccc2n1C(C)C	10	4	95	3	1.1	-1.9	101	5	-0.4	-1
C=CCn1c(COc2ccccc2)nnc1SCC(=O)Nc1ccc2c(c1)OCCO2	-16	5	106	6	1.1	-0.2	102	-7	-0.5	-4
O=C(Nc1nc(-c2ccccc2)c(C(=O)c2ccccc2)s1)c1ccc(S(=O)(=O)N2CCCCC2)cc1	-10	2	101	-2	0.93	0.1	96	1	-0.2	1
O=C(/C=C/c1ccco1)NCCCN1CCOCC1	1	3	102	13	1.1	0.2	100	-4	-0.3	-4
N#CC1=C2SCN(Cc3ccco3)CN2C(=O)CC1c1cccc2ccccc12 (configuration not stated)	10	2	100	2	1	-0.1	101	0	-0.2	/
O=C(OCn1nnc2ccccc2c1=O)C1COc2ccccc2O1 (configuration not stated)	12	11	103	2	0.89	-0.4	97	-3	0.1	-2
C=C(C)CN(CC)C(=O)CSc1nc(O)cc(=O)n1C1CCCC1	4	1	97	13	1.2	0.3	104	3	-0.1	-1
COc1cc(OC)cc(C(=O)NCc2n[nH]c(=S)n2-c2ccccc2)c1	8	-14	96	-8	1.2	1.6	115	4	0.1	2
COc1ccc(Cc2nc(C(=O)Nc3ccccc3)cs2)cc1	-7	-1	102	8	1.4	-3.7	102	-3	0.1	2
O=C(CN(Cc1ccccc1)C(=O)c1ccc2c(c1)OCCO2)NCc1ccc2c(c1)OCO2	1	-8	98	-9	0.72	1.1	109	2	-0.1	1
O=C(NCc1cc(Br)cc(Br)c1OC(=O)c1ccccc1[N+](=O)[O-])c1ccccc1	-13	7	94	-4	1.1	0.6	96	7	-0.5	1
CCOc1ccc(-c2cc(C(=O)Nc3ccc4c(c3)OCCO4)c3ccccc3n2)cc1	7	-32	112	13	0.59	-3.9	130	-14	-0.2	-2
Cc1cc(NS(=O)(=O)c2ccc(C3CCCCC3)cc2)no1	-4	-6	101	-1	1.1	1.4	105	-1	-0.2	1
Nc1nc(N)nc(-c2ccc(Cl)cc2)n1	-1	8	123	16	2.2	-6.5	100	-25	-0.2	4
COc1ccc(CCNC(=O)CNS(=O)(=O)c2cccs2)cc1OC	-8	8	101	14	1.2	0.5	98	-1	-0.3	-3
CCOc1ccc(NS(=O)(=O)c2ccc(NC(=O)c3cccnc3)c(OC)c2)cc1	-4	-7	104	-12	0.93	-0.3	107	-6	-0.5	-5
COc1ccc(NS(=O)(=O)c2ccc(N3CCOCC3)c(NC(=O)c3ccc(OC)cc3)c2)cc1	-19	7	99	4	1.2	-0.1	92	1	-0.5	1
O=c1cc(CSc2nnc(Nc3ccccc3)s2)nc2sccn12	1	5	90	17	1	-1.3	100	11	-0.2	-5
Cc1cc([N+](=O)[O-])nn1CC(=O)N1c2ccccc2CC1C (configuration not stated)	4	-6	107	-3	0.85	-0.2	105	-7	-0.3	-3
Cc1ccc(NC(=S)NNC(=O)CSc2nnc(-c3ccc(Cl)cc3)n2C2CCCCC2)cc1	1	10	96	-1	1.4	-0.8	92	5	-0.2	-6

Profiles from above. Order of screens: TLR4 MyD88 comp	STAT3 inh	STAT1 act	APP 5'UTR act	NF-kB expr up	Redox H2O2 prof	STAT3 activator	STAT1 blocker	Hsp70 activator	HMGR II inh
Listed for COc1cc(OC)cc(C(=O)NCc2n[nH]c(=S)n2-c2ccccc2)c1 : 8	-14	96	-8	1.2	1.6	115	4	0.1	2
Listed for CCOc1ccc(-c2cc(C(=O)Nc3ccc4c(c3)OCCO4)c3ccccc3n2)cc1 : 7	-32	112	13	0.59	-3.9	130	-14	-0.2	-2
Listed for Cc1ccc(NC(=S)NNC(=O)CSc2nnc(-c3ccc(Cl)cc3)n2C2CCCCC2)cc1 : 1	10	96	-1	1.4	-0.8	92	5	-0.2	-6
Listed for C=C(C)CN(CC)C(=O)CSc1nc(O)cc(=O)n1C1CCCC1 : 4	1	97	13	1.2	0.3	104	3	-0.1	-1
Listed for COc1ccc(Cc2nc(C(=O)Nc3ccccc3)cs2)cc1 : -7	-1	102	8	1.4	-3.7	102	-3	0.1	2

The list goes on.
SMILES	TLR4 MyD88 comp	STAT3 inh	STAT1 act	APP 5'UTR act	NF-kB expr up	Redox H2O2 prof	STAT3 activator	STAT1 blocker	Hsp70 activator	HMGR II inh
COc1ccccc1-n1cnnc1SC(C)C(=O)Nc1cccc([N+](=O)[O-])c1 (configuration not stated)	-13	-6	111	3	1.4	0.5	104	-12	-0.2	2
Cc1cc(C)n2nc(C(=O)N3CCN(Cc4ccc5c(c4)OCO5)CC3)nc2n1	-11	-7	108	-5	1.3	-0.6	108	-9	-0.2	-4
O=C(/C=C1\NC2(CCCC2)Cc2ccccc21)C(=O)N/N=C/c1ccccc1O	2	3	100	-67	0.92	0.3	100	-1	-0.3	5
Cc1nnc(NC(=O)c2ccccc2F)s1	2	4	107	19	1.4	-2.8	102	-7	-0.2	-5
CCOc1ccc(NC(=S)NCc2ccc3[nH]c(C)cc3c2)cc1	-14	2	94	21	1.1	-0.7	102	6	-0.1	-1
COc1ccc(Cl)cc1S(=O)(=O)NC1CC(C)(C)NC(C)(C)C1	12	0	102	4	1.2	-0.4	106	-4	-0.1	1
Nc1cc2c(cc1C(=O)c1ccccc1F)OCCO2	-9	-2	107	11	1.1	0.4	106	-11	0.9	8
CCOc1ccc(CN(C)CC(=O)Nc2ccc3c(c2)CCC3)cc1OC	12	1	88	6	0.91	-0.4	103	12	-0.3	-4
CC(=O)Nc1nnc(CCS(=O)(=O)c2ccc(C)c(C)c2)s1	-6	9	97	12	1.4	-0.3	97	3	0.0	5
O=C(CSc1nc2ccccc2[nH]1)Nc1ccccc1F	-2	11	108	-6	1.1	0.0	91	-5	-0.1	-3
O=C(Nc1ccc2c(c1)OCO2)C1CCCN(S(=O)(=O)Cc2ccccc2)C1 (configuration not stated)	2	6	109	-6	0.97	0.2	96	-9	-0.5	1
CN1C(=O)C(O)(CC(=O)c2ccncc2)c2ccccc21 (configuration not stated)	4	5	99	9	1.1	0.0	98	1	0.7	1
O=C1CC(NCc2ccccc2F)C(=O)N1c1ccccc1 (configuration not stated)	-10	5	96	-1	0.99	1.2	104	4	0.0	-7
COc1ccccc1C(=O)NC(=S)Nc1ccc(N2CCOCC2)c(Cl)c1	-1	8	97	-8	1.4	0.2	95	1	-0.3	-4
O=C1c2ccccc2NC(c2ccccn2)N1NS(=O)(=O)c1ccccc1 (configuration not stated)	-1	0	106	-5	0.91	-0.8	100	-6	2.4	-6
Cc1ccc(N=CC=C2OC(C)(C)C(C)(C)O2)c(C)c1	5	28	106	-3	1	-0.7	82	-6	-0.3	-5

4 of the compounds above, with two lines to a compound:
Each structure is followed by: TLR4 MyD88 comp | STAT3 inh | STAT1 act | APP 5'UTR act | NF-kB expr up | Redox H2O2 prof | STAT3 activator | STAT1 blocker | Hsp70 activator | HMGR II inh
- COc1ccc(NC(=S)NCCc2ccccc2OC)c(OC)c1
→ 10 | 7 | 95 | -8 | 0.91 | 0.1 | 98 | 5 | -0.3 | -2
- COc1ccc(-c2cn(-c3ccc(Br)cc3)c3[n+]2CCS3)cc1
→ 6 | 4 | 85 | 7 | 0.9 | 0.2 | 95 | 18 | -0.3 | 0
- Cc1nnc(NC(=O)c2ccccc2F)s1
→ 2 | 4 | 107 | 19 | 1.4 | -2.8 | 102 | -7 | -0.2 | -5
- Cn1c(-c2cc3ccc(OC(=O)C(C)(C)C)cc3oc2=O)nc2ccccc21
→ 22 | -13 | 115 | 82 | 1.4 | -4.2 | 113 | -16 | -0.5 | 3
